# Compound activity: PubChem BioAssay, National Center for Advancing Translational Sciences (NCATS)
# GLS inh: blocks human kidney-isoform glutaminase activity; GLS enzymatic activity, qHTS titration; Potency, µM (top dose mostly 45.5 µM), inactives show top-dose activity change, negative = inhibition, actives largely listed as inhibitors; 410,000 compounds, 0.21% hits; also: potency is read from the fitted curve at half-maximal effect; % is scaled to controls: 0 for no effect and ±100 for the full control effect
# Target sequence (O94925 whole entry, looked up, canonical isoform): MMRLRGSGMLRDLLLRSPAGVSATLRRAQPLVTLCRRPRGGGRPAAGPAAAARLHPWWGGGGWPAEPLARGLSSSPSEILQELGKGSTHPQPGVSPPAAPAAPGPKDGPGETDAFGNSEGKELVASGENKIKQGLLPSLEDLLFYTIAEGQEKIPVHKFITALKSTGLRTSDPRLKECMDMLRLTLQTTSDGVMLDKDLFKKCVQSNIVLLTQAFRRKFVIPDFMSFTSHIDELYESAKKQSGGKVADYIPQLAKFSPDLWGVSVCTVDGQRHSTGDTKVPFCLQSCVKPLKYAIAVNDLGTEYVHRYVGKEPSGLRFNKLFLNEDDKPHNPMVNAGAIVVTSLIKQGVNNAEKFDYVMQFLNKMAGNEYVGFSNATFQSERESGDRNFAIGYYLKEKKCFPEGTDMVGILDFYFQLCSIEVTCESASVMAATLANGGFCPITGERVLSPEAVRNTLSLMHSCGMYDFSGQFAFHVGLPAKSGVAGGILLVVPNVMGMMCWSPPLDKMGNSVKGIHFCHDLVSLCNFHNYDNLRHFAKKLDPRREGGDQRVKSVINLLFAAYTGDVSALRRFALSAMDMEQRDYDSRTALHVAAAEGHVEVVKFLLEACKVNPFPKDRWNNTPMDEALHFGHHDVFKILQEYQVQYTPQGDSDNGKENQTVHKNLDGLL
#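 Enzyme dispensed in phosphate buffer (45 mM, pH 8.2, 0.02% Tween-20), compounds pinned in, then 1 mM L-glutamine solution and the glutamate oxidase–HRP–Amplex Red mix added; fluorescence read immediately and again after 30 min at room temperature.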
# Pin1 inhibitor: inhibitors of human Pin1; Pin1 FP peptide displacement, HiFluor488, 10 min; Potency, µM (highest dose often 115 µM), for the others: at the top dose activity, negative = inhibition, hits mostly inhibitors; 390,000 compounds, 0.009% hits; active = well fitted inhibition curve with a large enough effect in the polarisation, with a control signal flat, not every such curve was filed as active; inconclusive = small, poorly fitted or top-dose-only effect, or effect the other way, or a change in a side signal; inactive = no such curve, though single readings can be large or run the other way; the % refers to the polarisation; also: potency is read from the fitted curve at half-maximal effect; % is scaled to controls: 0 for no effect and ±100 for the full control effect
# Target sequence (Q13526 whole entry, looked up): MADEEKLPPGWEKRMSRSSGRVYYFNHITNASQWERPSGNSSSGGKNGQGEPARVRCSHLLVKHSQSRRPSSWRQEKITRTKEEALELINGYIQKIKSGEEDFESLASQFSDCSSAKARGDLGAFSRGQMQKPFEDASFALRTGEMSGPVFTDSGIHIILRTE
# HP1b chromo inh: blocks HP1-beta chromodomain binding to methylated histone tails; AlphaScreen HP1-beta / biotin-H3K9me3 peptide binding; Potency, µM (highest dose often 114 µM), for inactives: top-dose activity change, negative = inhibition, actives largely listed as inhibitors; 390,000 compounds, 0.56% hits; P83916; also: potency is read from the fitted curve at half-maximal effect; nearly all actives have a fitted effect of over 70% in size; inactives centre near 23
# Target sequence (P83916 whole entry, looked up): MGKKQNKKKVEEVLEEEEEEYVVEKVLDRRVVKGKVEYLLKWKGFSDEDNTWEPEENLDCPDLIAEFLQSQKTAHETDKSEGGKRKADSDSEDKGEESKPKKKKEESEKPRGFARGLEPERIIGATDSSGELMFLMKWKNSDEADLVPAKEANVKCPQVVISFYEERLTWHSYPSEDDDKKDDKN
#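 Compound inhibition of the preformed complex between 50 nM HP1-beta and 50 nM biotinylated H3K9me3 peptide was read by AlphaScreen. Buffer was PBS pH 7.4 with 0.01% Tween-20. Incubations ran 30 min at room temperature, with 10 ug/mL donor/acceptor beads.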
# PI4K2A inh: PI4K2A (human) kinase inhibition | purified PI4K2A, ADP-Glo luminescence, 1 h; hits give low values | activity change, negative = inhibition, % at 76.9 µM | 420,000 compounds, 0.13% hits; in the data active = activity change below about -50%; inconclusive = mostly about -30% to -49%;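 also: -100% = wells without enzyme as full effect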
#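 Compounds are screened against recombinant PI4K2A using PI as substrate and ATP, the latter dispensed at 300 microM. Reactions run one hour at ambient temperature before ADP-Glo detection; full inhibition defined by wells lacking enzyme.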
# USP1-UAF1 inh: inhibitors of human USP1/UAF1 deubiquitinase. O94782. recombinant USP1/UAF1, Ub-Rhodamine cleavage fluorescence. Potency, µM (top dose mostly 57.1 µM), without a hit: at the highest dose activity change, negative = inhibition, usual class: inhibitors. 390,000 compounds, 0.23% hits; also: potency is read from the fitted curve at half-maximal effect; % is scaled to controls: 0 for no effect and ±100 for the full control effect; nearly all actives have a fitted effect of over 60% in size; inactives centre near -12
#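 1 nM enzyme complex + cpd, 15 min RT; start with Ub-Rho 150nM final; kinetic fluorescence ex 480/em 540, 6 reads q60 s. Buffer 50mM HEPES pH 7.8, 0.5mM EDTA, 0.1 mg/ml BSA, 1mM TCEP, 0.01% Tween-20.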
# TrxR1 substrate: substrates of rat thioredoxin reductase 1. 390,000 compounds, 0.01% hits. O89049. Potency, µM (doses to about 114 µM), inactives show at the top dose activity change, negative = substrate turnover. purified TrxR1 substrate turnover, NADPH consumption readout. AID 588456; also: potency is read from the fitted curve at half-maximal effect; % is scaled to controls: 0 for no effect and ±100 for the full control effect; nearly all actives have a fitted effect of over 50% in size
#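 Rat TrxR1, dispensed at 90 nM, was prereduced with 400 uM NADPH (final) for 5 min at ~22 deg C, then incubated with compound 15 min before 400 uM selenite. A first-read NADPH fluorescence drop versus no-compound background flagged substrates.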
# mIDH1 inhibitor: inhibitors of human mutant IDH1 R132H; O75874; IDH1-R132H enzyme, NADPH consumption, diaphorase/resazurin fluorescence; Potency, µM (titrated, usually from 76.6 µM), for inactives: at the highest dose activity change, negative = inhibition, actives largely listed as inhibitors; 390,000 compounds, 0.093% hits; AID 602179; also: potency is read from the fitted curve at half-maximal effect; % is scaled to controls: 0 for no effect and ±100 for the full control effect; nearly all actives have a fitted effect of over 65% in size
#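 IDH1-R132H (0.5 ug/mL) preincubated 30 min with compound, then NADPH (0.016 mM) and alpha-KG (2 mM) added; 80 min at RT, pH 7.5. Remaining NADPH coupled via diaphorase/resazurin to fluorescence (540/590 nm); concentration-response curves normalized to no-enzyme control.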
# Tb PGK inh: T. brucei PGK inhibition. P07378. PGK/GAPDH coupled, Kinase-Glo luminescence, 60 min. Potency, µM (highest dose often 57.5 µM), for the others: at the top dose activity change, negative = inhibition, usual class: inhibitors. 380,000 compounds, 0.043% hits. AID 602233; also: potency is read from the fitted curve at half-maximal effect; % is scaled to controls: 0 for no effect and ±100 for the full control effect; nearly all actives have a fitted effect of over 60% in size
#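 Luminescent ATP detection (Kinase-Glo Plus) follows a 60-minute room-temperature incubation, with wells lacking PGK as controls. Buffer: 100 mM TEA (pH 7.6), 5 mM MgCl2, 0.01% Tween-20. Coupling enzyme GAPDH (100 nM final) supplies unstable 1,3-BPG in-well.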
# rTrxR1 inhibitor: blocks rat thioredoxin reductase 1; O89049; recombinant rTrxR1, NADPH fluorescence consumption, selenite substrate; Potency, µM (highest dose often 114 µM), for the others: at the highest dose activity change, negative = inhibition, actives largely listed as inhibitors; 390,000 compounds, 1% hits; AID 588453; also: potency is read from the fitted curve at half-maximal effect; % is scaled to controls: 0 for no effect and ±100 for the full control effect; nearly all actives have a fitted effect of over 65% in size
#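 Rat TrxR1 (90 nM in the dispensed reagent) was pre-reduced with 400 uM NADPH for 5 min at room temperature, then incubated with compound for 15 min. After 400 uM selenite was added, NADPH fluorescence (Ex 340/Em 450 nm) was followed for 8 min.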
# An asterisk follows results filed as active; i = inactive; ? = inconclusive; nt = no result given; [ ] = dose if it differs, or a comment. Unless noted, calls follow the shape of the dose curve; as a rule, active = well fitted curve in the direction sought with a large enough effect; inconclusive = small, poorly fitted or top-dose-only effect, or another doubt; inactive = no such curve, though single readings can be large; an effect the other way counts as inactive or inconclusive. Some of the compounds tested; rates above refer to the full screens.
SMILES,GLS inh,Pin1 inhibitor,HP1b chromo inh,PI4K2A inh,USP1-UAF1 inh,TrxR1 substrate,mIDH1 inhibitor,Tb PGK inh,rTrxR1 inhibitor
Cc1cc(NC(=O)c2cc(C(C)C)on2)nn1Cc1ccc(Cl)cc1,11%,-2%,20%,-4,-21%,-7%,-6%,3%,9%
Cc1ccc(CNC(C)(C)CO)cc1,7%,1%,29%,0,-3%,-4%,4%,-3%,-3%
Cc1cc(SCC(=O)Nc2ccc3[nH]c(=O)[nH]c3c2)nc2ccccc12,8%,?,29%,4,?,5%,6%,i,7%[57.1 µM]
COc1ccc(-c2c(C(C)=O)c(C)nc3sc4c(=N)n(N)cnc4c23)cc1,-4%,0%,37%,-4,-18%,-13%,2%,1%,-20%
O=C(c1cnn(C(=O)c2cccc(S(=O)(=O)N3CCOCC3)c2)c1)c1ccccc1O,?,-1%,33%[activator],2,-21%,5%[57.1 µM],-2%,-1%,-4%[57.1 µM]
CCCCNC(=O)C1CCN(S(=O)(=O)N2CCCCCC2)CC1,-4%,-7%,40%,-1,-13%,-4%,4%,i,1%
COc1ccc(N=C2NN=C(c3c(C)[nH]c4ccccc34)CS2)cc1,7%,20%,?,-5,-28%,0%,-6%,-4%,1%
CCOC(=O)c1c(C)[nH]c(C(=O)CN2C(=O)NC3(CCCC3)C2=O)c1C,-8%,0%,22%,1,-26%,3%,-5%,1%,23%
O=C(COC(=O)Cc1ccc(Cl)cc1Cl)NCc1ccccc1,-3%,nt,nt,3,-11%,nt,-8%,-2%,nt
Cc1ccc(S(=O)(=O)c2ccc(Cl)cc2)cc1S(=O)(=O)NC(C(=O)O)C(C)C (centres undefined),16%,-6%,24%,4,5%,-10%,6%,-3%,12%[57.1 µM]
Cc1nc2ccc(N)nc2nc1C,-9%,-9%,37%,6,-16%,nt,4%,3%,-102%
NN(CCO)C(=S)Nc1ccc(Cl)cc1,35%[activator],-7%,37%,2,-11%,0%,-22%,-15%,8%
COc1ccc(S(=O)(=O)NCc2ccc(F)cc2)cc1OC,5%,5%,37%,8,-23%,-5%,-14%,2%,-3%
COc1ccc(CCNC(=O)c2cccc(S(=O)(=O)N3CCCC3)c2)cc1,-15%,0%,49%[activator],0,-9%,-14%,1%,-1%,-13%
CC(C)c1nc2c(s1)CCc1onc(-c3ccc(Cl)cc3)c1-2,0%,-4%,45%[activator],-1,-33%,6%[57.1 µM],-10%,-8%,13%[57.1 µM]
Cn1ncc2c(Nc3cccc([N+](=O)[O-])c3)ncnc21,0%,1%,12%[57 µM],4,-5%,-1%,-5%,-3%,20%
CCOC(=O)c1c(NC(=O)COC(=O)c2c(C)noc2C)sc2c1CCC2,15%,-5%,44%[activator],-4,-7%,5%,2%,-6%,2%
CCCCN(CCCC)Cc1ccc(C(=O)NNC(=O)Nc2ccccc2)o1,20%,-11%,28%,0,-3%,8%,4%,-7%,33%
Cc1ccc(OCC(=O)Nc2ccc3nn(-c4ccc(C)cc4)nc3c2)cc1,-23%,-4%,11%,3,-7%,15%,-2%,1%,5%
O=C(O)Cc1cc(=O)[nH]n(-c2ccccc2)c1=O,2%,-1%,16%[57 µM],4,-15%,9%[57.1 µM],1%,4%,16%[57.1 µM]
O=C(CSc1nc2ccccc2c(=O)n1-c1ccccc1)NC(=O)CN1CCCC1=O,63%[activator],0%,-20%,-2,-7%,3%,4%,-28%,17%[57.1 µM]
Cc1nnc(N2C(=O)C(O)=C(C(=O)c3ccco3)C2c2cccc3ccccc23)s1 (centres undefined),-4%,?,0%,0,-22%,-9%,15%,i,?
O=C(CCC1CCCC1)NNC(=O)c1cccc(Cl)c1,3%,-4%,44%,-2,-19%,6%,0%,-4%,31%[activator]
Cc1ccc(S(=O)(=O)CCC(=O)Nc2nc(-c3ccncc3)cs2)cc1,0%,?,43%[activator],-5,-25%,0%,-9%,-1%,7%
Cc1cccc(NC(=S)NCC(c2cccnc2)N(C)C)c1 (centres undefined),23%,-2%,26%,-1,-24%,13%[57.1 µM],-4%,i,9%[57.1 µM]

# Just TrxR1 substrate and USP1-UAF1 inh (two entries from above):
canonical_smiles	TrxR1 substrate	USP1-UAF1 inh
Cc1nnc(N2C(=O)C(O)=C(C(=O)c3ccco3)C2c2cccc3ccccc23)s1 (centres undefined)	-9%	-22%
NN(CCO)C(=S)Nc1ccc(Cl)cc1	0%	-11%

# (more compounds)
SMILES,GLS inh,Pin1 inhibitor,HP1b chromo inh,PI4K2A inh,USP1-UAF1 inh,TrxR1 substrate,mIDH1 inhibitor,Tb PGK inh,rTrxR1 inhibitor
COc1ccc(Cn2c(-c3ccc(C)cc3)nc3c(c(=O)c4ccccc4n3C)c2=O)cc1,11%,117%[activator],41%[activator],0,?,4%,5%,-1%,6%
Cc1nc(S/C(=C/c2ccc(-c3ccc(C(=O)O)cc3)o2)C(=O)O)n[nH]1,-12%,62%[activator],?,-9,?,-22%,11%,-9%,?
CCOc1ccnc2c1c(=O)n(Cc1cc(OC)cc(OC)c1)c(=O)n2C,-1%,0%,10%,0,-14%,0%,0%,8%,15%
CCOC(=O)c1ccc(-n2c(CCC(=O)O)ccc2-c2cccs2)cc1,24%,2%,?,2,-9%,-6%[57.1 µM],-1%,-12%,?
O=C(Cc1c[nH]c2ccccc12)N[C@@H](Cc1c[nH]c2ccccc12)C(=O)O,14%,-11%,25%,2,-28%,10%,-2%,-8%,22%
Cn1c(NCc2ccco2)nc2c1c(=O)n(Cc1ccc(Cl)cc1)c(=O)n2C,?,5%,-5%,0,4%,0%[57.1 µM],1%,-11%,-9%[57.1 µM]
COc1ccc2oc(=O)c(C(=O)NCc3ccc4c(c3)OCO4)cc2c1,-17%,-1%,-7%,2,-19%,42%,0%,-8%,0%[57.1 µM]
Cc1c(Cl)c(C(F)(F)F)nn1CC(=O)NCc1ccccc1,-1%,1%,69%[activator],-3,-7%,-3%,4%,nt,16%
COc1nc(-c2ccccc2)ccc1-c1noc(-c2cccnc2)n1,-18%,13%,37%,-2,-12%,27%,9%,-4%,13%
O=C(COC(=O)/C=C/c1ccccc1)NCc1ccccc1Cl,3%,1%,-1%,2,-5%,3%[57.1 µM],8%,-6%,8%[57.1 µM]
COc1ccc(N2CCN(C(=O)Cc3ccc(-n4c(=O)[nH]c5ccccc5c4=O)cc3)CC2)cc1,42%[activator],1%,10%,1,-14%,3%[57.1 µM],-1%,-2%,12%[57.1 µM]
COC(=O)c1ccccc1NC(=O)c1cc2c(-c3ccc(OC)c(OC)c3)nn(C)c2s1,-7%,1%,43%[activator],-1,-15%,17%,-12%,-7%,20%
O=C(N/N=C/c1c(O)n(-c2ccccc2Cl)c(=O)c2ccccc12)C1COc2ccccc2O1 (centres undefined),8%,?,10%,3,-25%,-6%,-8%,8%,-3%
Fc1ccc(-c2csc3ncnc(N4CCN(c5ccccc5)CC4)c23)cc1,10%,19%,-11%,-3,4%,-1%,-9%,1%,19%
CCCCC(CC)CNC(=O)C(=O)C1C(=O)Nc2ccccc21 (centres undefined),1%,-2%,47%[activator],-2,-15%,0%,1%,-5%,7%
O=C(c1cnccn1)N(Cc1ccco1)C1(C(=O)NC2CCCC2)CCCCC1,12%,-1%,22%,-3,3%,-1%[57.1 µM],-6%,-3%,12%[57.1 µM]
CN1CCC(OC(=O)c2cccc(Br)c2)CC1,nt,6%,47%[activator],5,-9%,-3%,4%,1%,6%
CC1C(=O)N(Cc2cn(CC3CCCCC3)nn2)CCS(=O)(=O)N1Cc1ccc(-c2ccccc2)cc1 (centres undefined),-3%,nt,nt,7,-9%,nt,-6%,-3%,nt
CN(C)c1ccc(C(CNS(=O)(=O)c2ccc3ccccc3c2)N2CCOCC2)cc1 (centres undefined),22%,-14%,?,4,-6%,-11%,-5%,-5%,-17%
CCOc1c(CNc2nnnn2C)cccc1OC,-4%,-1%,60%[activator],3,-24%,7%,11%,i,23%
CCc1ccc(S(=O)(=O)Nc2nccs2)cc1,8%,-1%,2%,-8,-10%,13%[57.1 µM],11%,i,21%[57.1 µM]
O=C(NCCCn1ccnc1)/C(=C/c1ccccc1)NC(=O)c1ccccc1,-13%,-4%,6%,0,-4%,2%[57.1 µM],-2%,-6%,3%[57.1 µM]
COc1ccc(Cl)cc1S(=O)(=O)n1ccnc1,0%,-1%,47%[activator],2,-8%,-1%[2.29 µM],5%,-5%,9%[57.1 µM]
CCOc1ccc(NC(=O)CSc2nnc(Cc3ccccc3)c(=O)n2N)cc1,-4%,3%,31%,-1,-16%,3%,8%,i,14%
Cc1cccnc1CN1CCN(C(=O)c2cc(COc3ccc4ncccc4c3)on2)CC1,14%,8%,15%,4,-16%,6%[57.1 µM],-7%,-11%,9%[57.1 µM]
CCN(CC)S(=O)(=O)c1cccc(NC(=O)c2ccc(-n3nc(C)cc3C)cc2)c1,6%,4%,-17%,2,-11%,0%,4%,3%,9%
CCn1nnc(NC(=O)COc2ccc([N+](=O)[O-])cc2)n1,-1%,7%,31%,-10,-4%,1%,0%,1%,4%
CC1C(=O)N2CCCc3cc(S(=O)(=O)N4CCN(c5ccccc5F)CC4)cc1c32 (centres undefined),-1%,-3%,30%,-4,-9%,-2%,0%,-9%,-14%
